Screens as filed in PubChem BioAssay.
KCNK3 inh – human KCNK3 channel inhibitors, primary screen, CHO cells, FluxOR thallium flux, B-score; Potassium channel subfamily K member 3 (Homo sapiens), O14649; FluxOR fluorescence; active compounds read low; B-score at 10 µM; 340,000 tested, 0.84% active;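 active means B-score under library mean minus 4 SD, starting fluorescence ratio at most library mean plus 5 SD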;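 further: more negative B-score means stronger inhibition of thallium flux through KCNK3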
Target sequence (O14649 whole entry, looked up): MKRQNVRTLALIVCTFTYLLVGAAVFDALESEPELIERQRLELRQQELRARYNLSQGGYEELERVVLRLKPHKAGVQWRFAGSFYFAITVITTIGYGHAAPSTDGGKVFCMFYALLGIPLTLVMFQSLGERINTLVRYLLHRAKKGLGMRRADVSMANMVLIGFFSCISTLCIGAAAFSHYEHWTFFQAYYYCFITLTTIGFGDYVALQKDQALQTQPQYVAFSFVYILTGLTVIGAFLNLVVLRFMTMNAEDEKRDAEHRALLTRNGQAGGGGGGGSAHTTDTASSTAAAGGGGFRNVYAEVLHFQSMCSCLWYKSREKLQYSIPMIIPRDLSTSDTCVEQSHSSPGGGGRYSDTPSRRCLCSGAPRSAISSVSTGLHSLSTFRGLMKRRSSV
The depositor's hits bear a star; i = inactive. This is a subset; count on the stated rates, not on these rows.

# | smiles | KCNK3 inh
1 | CC[C@]12c3[nH]c4ccc(OC)cc4c3CCN1C(=O)C(CC(=O)NCc1cccc(C(F)(F)F)c1)C[C@@H]2C(=O)N1CCN(C(=O)c2ccco2)CC1 (some centres not stated) | i
2 | CC(C)CCN1CCC(CN2C(=O)C(=O)NC[C@@H]2Cc2ccccc2)CC1 | i
3 | CC(=NO)C1CCC2C3CCC4=CC(=NO)CCC4(C)C3C(=O)CC12C (configuration not stated) | i
4 | CCN(CC)c1ccc(S(=O)(=O)N2CCOCC2)cc1NC(=O)COC(=O)C1=COCCO1 | i
5 | Cc1cc(CNC[C@H]2O[C@@H](n3cnc(C(N)=O)n3)[C@H](O)[C@@H]2O)c(C)n1-c1cccnc1 | i
6 | CC(C)C[C@@H]1CN=C(N)N1C[C@@H]1CCCN1C[C@@H](C(C)C)N1C[C@@H](Cc2ccccc2)N(CCCC2CCCC2)C1=N | i
7 | CN1OC[C@@H]2CN[C@H](c3cccc(-c4cc(Cl)cc(Cl)c4)c3)C[C@@H]21 | i
8 | CCN(C(=O)COC(=O)CCCc1nc2ccccc2s1)c1c(N)n(Cc2ccccc2)c(=O)[nH]c1=O | i
9 | CC(C)(C)C(=O)Nc1ccc(S(=O)(=O)NC2=NCCCCC2)cc1 | i
10 | O=C(CN1CCN(CC(=O)c2ccc(Cl)cc2)CC1)c1ccc(Cl)cc1 | i
11 | CC[C@H](C)[C@H]1CNC(=O)C(=O)N1CC1CCN(CCc2ccccc2)CC1 | i
12 | CC(C)N(C(=O)[C@H]1C[C@H](CC(=O)NCCN2CCOCC2)C(=O)N2CCc3c([nH]c4cc(-c5ccco5)ccc34)[C@]12C)C(C)C | i
13 | COc1ccc2c(c1)CCC1C2CCC2(C)C(O)C(=O)CC12 (configuration not stated) | i
14 | Cc1ccc(C)c(N2CCN(C(=O)CCc3nc(-c4ccccc4C)no3)CC2)c1 | -9.21*
15 | CC[C@H]1C=C[C@@H](C(C(=O)OC)C(=O)OC)CN1C(C)=O | i
16 | Nc1ccc2c(c1)C(=O)c1ccc(Br)cc1-2 | i
17 | CCC1(C2=CCCCC2)C(=O)NC(=S)N=C1N (configuration not stated) | i
18 | CCN(c1ccccc1)S(=O)(=O)c1cc(C(=O)OCC(=O)c2c(N)n(C)c(=O)n(C)c2=O)ccc1C | i
19 | O=C1Nc2ccc(C(=O)O)c(O)c2C1=O | i
20 | O=S(=O)(c1cccc2ccccc12)N1CCC2CC1c1cc(-c3ccc(F)cc3)ccc12 (configuration not stated) | i

Among those listed so far, six contain sulfur.
# | smiles | KCNK3 inh
4 | CCN(CC)c1ccc(S(=O)(=O)N2CCOCC2)cc1NC(=O)COC(=O)C1=COCCO1 | i
8 | CCN(C(=O)COC(=O)CCCc1nc2ccccc2s1)c1c(N)n(Cc2ccccc2)c(=O)[nH]c1=O | i
9 | CC(C)(C)C(=O)Nc1ccc(S(=O)(=O)NC2=NCCCCC2)cc1 | i
17 | CCC1(C2=CCCCC2)C(=O)NC(=S)N=C1N (configuration not stated) | i
18 | CCN(c1ccccc1)S(=O)(=O)c1cc(C(=O)OCC(=O)c2c(N)n(C)c(=O)n(C)c2=O)ccc1C | i
20 | O=S(=O)(c1cccc2ccccc12)N1CCC2CC1c1cc(-c3ccc(F)cc3)ccc12 (configuration not stated) | i

(next part)
# | smiles | KCNK3 inh
21 | C[C@@H]1ON(C)[C@H]2C[C@H]3c4cc(-c5cccc(F)c5)ccc4CCN3C(=O)[C@@H]12 | i
22 | Cc1ccccc1C1=C/C(=C(\SS/C(C(=O)c2ccc(OCC(=O)O)c(Cl)c2Cl)=C2\C=C(c3ccccc3C)SS2)C(=O)c2ccc(OCC(=O)O)c(Cl)c2Cl)SS1 | i
23 | O=C(O)c1ccc(-n2ncc3c2/C(=C\c2cccc([N+](=O)[O-])c2)CC3)cc1 | i
24 | Nc1cc2c(cc1Cl)-c1ccc(Cl)cc1C2=O | i
25 | O=[N+]([O-])c1c(NCc2ccco2)ncnc1NCc1ccco1 | i
26 | O=C(C(=O)N(Cc1ccccc1)Cc1ccccc1)c1c(-c2ccccc2)[nH]c2ccccc12 | i
27 | CC(C(=O)c1ccccc1)C(O)c1ccccn1 (configuration not stated) | i
28 | CCCCn1c(N)c(N(CC(C)C)C(=O)CN2C(=O)NC3(CCC(C(C)(C)CC)CC3)C2=O)c(=O)[nH]c1=O (configuration not stated) | i
29 | CN(C(=O)CSc1ccc(S(=O)(=O)N2CCCCC2)cn1)c1ccccc1 | i
30 | O=C(CN1C(=O)NC(c2ccccc2)(c2ccccc2)C1=O)NC1CCCCC1 | i
31 | CSc1ccccc1NC(=O)C(C)N(C)CC(=O)N1CCN(Cc2ccccc2)CC1 (configuration not stated) | i
32 | CC(C)N(C(=O)[C@H]1C[C@H](CC(=O)NCc2cccc(C(F)(F)F)c2)C(=O)N2CCc3c([nH]c4cc(-c5ccco5)ccc34)[C@]12C)C(C)C | i
33 | C=CCN(CC=C)CC(=O)Nn1c(C)ccc1C | i
34 | CCOc1cc(N2CCOCC2)c(OCC)cc1NC(=O)COC(=O)c1ccccc1OC(F)F | i
35 | COc1ccc(CC(=O)OCC(=O)N2CCc3ccccc32)cc1OC | i
36 | Cc1c(C)c([N+](=O)[O-])c(C)c(C)c1N | i
37 | c1ccc(CN2CCOCC2)nc1 | i
38 | CN(C(=O)c1cccc(NC(=O)Cc2cccc(NC(=O)C3CCCN(C(=O)C4CCCCC4)C3)c2)c1)C1CCC1 (configuration not stated) | i
39 | Cc1ccc(NC(=O)COc2ccc(Cl)cc2Cl)cc1S(=O)(=O)N1CCOCC1 | i
40 | CC(C)CC(=NNC(=O)c1ccncc1)c1cc(Cl)ccc1O | i
41 | O=C(NCCc1ccccn1)c1c(-c2ccsc2)sc2ccccc12 | i
42 | CCCCCCCCCCCCCCCC[N+](C)(C)Cc1ccc(F)cc1 | i
43 | Cc1ccccc1C(N)=O | i
44 | CC(=Nc1ccccc1)C1=C(O)C(Cc2ccccc2)NC1=O (configuration not stated) | i
45 | Cc1ccc(C2OCC(C)([N+](=O)[O-])CO2)cc1 (configuration not stated) | i
46 | Cc1ccc(S(=O)(=O)Nc2cc(C)cc(CCNC=O)c2C)cc1 | i
47 | O=C(Nc1cccc(C(=O)N2CCCC2)c1)C1CCCC1 | i
48 | CCOC(=O)N1CCC(NC(=O)CCc2c(C)nc3c(c(C)nn3-c3ccccc3)c2C)CC1 | i
49 | CC(C)N1C(=O)CC(Nc2cccc3cccc(N)c23)C1=O (configuration not stated) | i
50 | O=C(COc1ccc(Cl)cc1Br)N1CCN(c2ncccn2)CC1 | i
51 | COc1ccc(CN(CCC(C)C)S(=O)(=O)c2ccccc2Br)cc1 | i
52 | O=C(c1ccc(-c2ccccc2Cl)o1)N1CCCCCCC1 | i
53 | CCOC(=O)c1cc2c(c(CCO)n1)[C@@H](CCO)N(S(=O)(=O)C(C)(C)C)C2 | i
54 | CC1CN(C2CCCCC2)C(=O)NC1=O (configuration not stated) | i
55 | Cc1nc(SCC(=O)NC2CCS(=O)(=O)C2)c2c(C)c(C)sc2n1 (configuration not stated) | i
56 | O=C(COc1ccc(Cl)cc1)OCc1ccc(Cl)cc1 | i
57 | CSCCC(NC(=O)c1cc(S(=O)(=O)N2CCOCC2)ccc1C)c1nc2ccccc2[nH]1 (configuration not stated) | i
58 | COC(=O)[C@@H](NCc1ccc(OC)c(B(O)O)c1)C(C)C | i
59 | CC(=O)OCC(=O)C12OC(C)(C)OC1CC1C3CC=C4CC(O)CCC4(C)C3CCC12C (configuration not stated) | i
60 | CC1(C)SC2C(C(=O)O)N=C(Cc3ccccc3)N2C1C(=O)O (configuration not stated) | i
61 | CN1OC[C@@H]2CN(Cc3cc(Cl)cc(Cl)c3)[C@H](c3cccc(-c4ccccc4)c3)C[C@@H]21 | i
62 | O=S1(=O)c2ccc(Br)cc2N2CC[C@H](C2)N1Cc1ccc(Cl)cc1 | i
63 | CC1(C)OC2CC3C4CC=C5CC(O)CCC5(C)C4CCC3(C)C2(C(=O)CO)O1 (configuration not stated) | i
64 | Cc1ccc(C(=O)NNC(=O)c2cccc3ccccc23)cc1 | i
65 | CCn1c(CNC(=O)Cc2ccc(OC)cc2)nnc1SCC(=O)c1ccccc1 | i
66 | O=C(O)c1c[nH]c2c([N+](=O)[O-])cccc2c1=O | i
67 | N#C/C(=C/C1=C(N2CCOCC2)C(=C/c2ccc(Cl)cc2)/CC1)C(=O)Nc1ccccc1F | i
68 | Cc1ccc(NC(=O)C(C)OC(=O)c2nc(Cl)ccc2Cl)cc1S(=O)(=O)N1CCOCC1 (configuration not stated) | i
69 | Cc1ccc(C(=O)OCC(=O)Nc2ccc3c(c2)OCCO3)cc1C | i
70 | COc1ccccc1OCCNC(=O)CCNS(=O)(=O)c1ccc(C)cc1 | i
71 | Cc1ccc(CNC(=O)Cn2cnc(C(=O)Nc3ccc(C)c(C)c3)n2)o1 | i
72 | CCN(CC)c1ccc(C=NN2CCCCCC2)cc1 | i
73 | CN(C(=O)c1cccc(NC(=O)Cc2ccc(NC(=O)C3CCCN(C(=O)C4CCCCC4)C3)cc2)c1)C1CCCCC1 (configuration not stated) | i
74 | CN(C(=O)CSc1nnc(Cc2cccs2)n1C1CC1)C1CCS(=O)(=O)C1 (configuration not stated) | i
75 | CC(C)(C)N(Cc1ccccc1)C(=O)COC(=O)C1CC(=O)N(Cc2ccccc2)C1 (configuration not stated) | i
76 | CCN(C(=O)COC(=O)c1ccc2[nH]c(C)c(C)c2c1)c1c(N)n(Cc2ccccc2)c(=O)[nH]c1=O | i
77 | C[n+]1c(-c2ccccc2)cc2c(=Cc3ccccc3)c3ccccc3n21 | i
78 | S=C(NN=C(c1ccccc1)c1ccccn1)N(Cc1ccccn1)Cc1ccccn1 | i
79 | Cc1cc(C2C(=O)NC(=O)C2=O)c(C)cc1Br (configuration not stated) | i
80 | Cc1nc(CN2CCCCC2)c(O)c(=O)[nH]1 | i

(cont.)
# | smiles | KCNK3 inh
81 | CC(C)(C)NC(=O)C(c1ccc(-c2ccccc2)cc1)N(C[C@H]1CC[C@@H]([C@@H]2CC[C@H](CO)O2)O1)C(=O)c1cccc(Cl)c1 (some centres not stated) | i
82 | C[C@@H]1CN([C@H](C)CO)C(=O)c2cc(NC(=O)Nc3cccc4ccccc34)ccc2O[C@H]1CN(C)Cc1ccc(C(F)(F)F)cc1 | i
83 | CCCCN1CCC(CN2C(=S)NC[C@@H]2CC(C)C)CC1 | i
84 | C=CCn1ccc(=O)nc1SC | i
85 | CC(=NN(Cc1ccccc1)c1ccccc1)c1ccccc1 | i
86 | C[C@]12c3[nH]c4ccc(Cl)cc4c3CCN1C(=O)[C@@H](CC(=O)NCCN1CCOCC1)C[C@@H]2C(=O)N1CCCCC1 | i
87 | CN(Cc1ccccc1)C(=O)c1ccc(NC(=O)Cc2ccc(NC(=O)C3CCN(C(=O)c4ccccc4)CC3)cc2)cc1 | i
88 | COc1ccc2nc(-c3ccccc3)[nH]c(=O)c2c1 | i
89 | CC(C)=CCC/C(C)=C/CNC(=O)C[C@H]1C[C@H](C(=O)N2CCOCC2)[C@@]2(CCC3CCCC3)c3[nH]c4cc(-c5ccco5)ccc4c3CCN2C1=O | i
90 | COC(=O)[C@H](Cc1ccc(O)cc1)NC(=O)Cn1cnc(C(=O)Nc2ccc(C)c(C)c2)n1 | i
91 | NC(=O)C1CCCN(C(=O)c2ccc(Cl)c(S(=O)(=O)N3CCc4ccccc43)c2)C1 (configuration not stated) | i
92 | O=C(Nc1ccn(CCCNCc2ccc3[nH]ccc3c2)c(=O)n1)OCc1ccccc1 | i
93 | CC(=O)Nc1ccc(CCCCc2ccccc2)cc1 | i
94 | CC12CCC(=O)C=C1CCC1C2CCC2(C)C(c3csc(N)n3)CCC12 (configuration not stated) | -14.3*
95 | CCOc1ccccc1NC(=O)COC(=O)Cc1ccsc1 | i
96 | Cc1cn(CC(=O)NCCc2c[nH]c3ccccc23)c(=O)[nH]c1=O | i
97 | Oc1ccc(C[C@H]2CNC(=S)N2CC2CCCN2C[C@H](Cc2ccc(O)cc2)N2C[C@H](Cc3ccccc3)N(CCc3ccccc3)C2=S)cc1 (some centres not stated) | i
98 | Cc1cc(NC(=O)C(C)Sc2nc(-c3cccs3)nc3ccccc23)no1 (configuration not stated) | i
99 | O=c1ccc(=O)n(CCc2ccccn2)[nH]1 | i
100 | Cc1cc(SCC(=O)N(CC(C)C)c2c(N)n(CC(C)C)c(=O)[nH]c2=O)nc2ccccc12 | i
101 | CCN(CC(=O)Nc1ccc(NC(C)=O)cc1)C(=O)C1CCN(C(=O)c2ccccc2C)CC1 | i
102 | O=C(NCCC(=O)N1CCN(S(=O)(=O)c2ccc(F)cc2)CC1)Nc1ccccc1 | i
103 | CC1CN(Cc2ccco2)C(=S)NC1=O (configuration not stated) | i
104 | O=C(Cc1ccc(NC(=O)C2CCN(C(=O)c3ccccc3)CC2)cc1)Nc1cccc(C(=O)N2CCCC2)c1 | i
105 | Cn1c(=O)c2nc(NCc3ccccc3)sc2n(C)c1=O | i
106 | CC(C)CN1C(=O)C(=O)N(CC(=O)NC(C)CCc2ccccc2)C1=O (configuration not stated) | i
107 | COc1ccc(-c2noc(CCC(=O)N3CCN(c4cccc(C)c4)CC3)n2)cc1 | i
108 | O=C1OC(c2cccs2)=N/C1=C/c1ccc(-c2cccc(C(=O)O)c2)o1 | i
109 | COC(=O)C1CC2=C(CCCC2=O)N(c2ccccc2)C1=O (configuration not stated) | i
110 | C[C@H](O)[C@@H]1C(=O)N2CCc3ccc(N4CCN(C)CC4)cc3[C@@H]2C[C@@H]1N(C)C(=O)c1ccc(C#N)cc1 | i
111 | CCOC=C1C(=O)N(C(C)=O)c2cc(OC)c(OC)cc21 | i
112 | Cc1ccccc1-c1cccc([C@@H]2C[C@H]3[C@H](CON3C)CN2Cc2cc(Cl)cc(Cl)c2)c1 | i
113 | C=C1C(=O)c2sccc2C(c2ccc(OC)c(OC)c2)C1COC(C)=O (configuration not stated) | i

A different layout for 4 compounds above:
110: C[C@H](O)[C@@H]1C(=O)N2CCc3ccc(N4CCN(C)CC4)cc3[C@@H]2C[C@@H]1N(C)C(=O)c1ccc(C#N)cc1
  KCNK3 inh: i

111: CCOC=C1C(=O)N(C(C)=O)c2cc(OC)c(OC)cc21
  KCNK3 inh: i

112: Cc1ccccc1-c1cccc([C@@H]2C[C@H]3[C@H](CON3C)CN2Cc2cc(Cl)cc(Cl)c2)c1
  KCNK3 inh: i

113: C=C1C(=O)c2sccc2C(c2ccc(OC)c(OC)c2)C1COC(C)=O (configuration not stated)
  KCNK3 inh: i
